Source: PubChem (National Center for Advancing Translational Sciences (NCATS))
SNCA expr inhib = inhibitors of alpha-synuclein (SNCA) gene expression; HEK-293 SNCA-luciferase knock-in, luminescence, 24 h; Potency, µM (titrated, usually from 57.2 µM), without a hit: top-dose activity change, negative = inhibition, actives largely listed as inhibitors; 0.17% of 140,000 active;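 further: potency means the concentration at half of the fitted maximal effect; plate controls were DMSO cells for no effect and cell-free wells for full effect; nearly all actives have a fitted effect of over 45% in size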
Luciferase inh = blocks purified firefly luciferase enzyme activity; purified P. pyralis luciferase, luminescence, biochemical; Potency, µM (highest dose often 115 µM), without a hit: at the highest dose activity change, negative = inhibition, usual class: inhibitors; 2.5% of 76,000 active; AID 1347043; further: potency means the concentration at half of the fitted maximal effect; nearly all actives have a fitted effect of over 65% in size
Target sequence (P08659 whole entry, looked up): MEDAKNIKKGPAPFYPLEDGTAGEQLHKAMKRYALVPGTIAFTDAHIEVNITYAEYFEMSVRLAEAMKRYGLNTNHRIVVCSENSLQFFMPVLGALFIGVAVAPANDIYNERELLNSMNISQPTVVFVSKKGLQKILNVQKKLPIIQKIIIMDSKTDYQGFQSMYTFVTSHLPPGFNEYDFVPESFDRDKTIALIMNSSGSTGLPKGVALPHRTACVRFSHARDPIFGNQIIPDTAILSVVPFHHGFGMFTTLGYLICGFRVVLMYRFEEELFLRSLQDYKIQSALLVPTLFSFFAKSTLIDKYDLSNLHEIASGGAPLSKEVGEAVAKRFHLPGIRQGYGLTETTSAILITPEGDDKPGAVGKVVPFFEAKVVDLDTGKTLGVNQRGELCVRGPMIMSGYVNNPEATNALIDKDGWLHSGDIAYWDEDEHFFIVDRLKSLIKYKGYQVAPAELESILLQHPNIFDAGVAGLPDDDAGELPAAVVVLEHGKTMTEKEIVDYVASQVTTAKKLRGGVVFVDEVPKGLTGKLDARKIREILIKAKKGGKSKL
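Inhibitors were tested against purified firefly luciferase in a biochemical, low-substrate format (both substrates at 10uM) and luminescence measured with a CCD imager.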
SNCA viab count = counter-screen for SNCA expression inhibitors: cell viability. HEK-293-SNCA-luc viability, GF-AFC fluorescence, 24 h. Potency, µM (titrated, usually from 57.1 µM), for the others: top-dose activity change, negative = cytotoxicity, most hits filed as cytotoxic. 0.12% of 150,000 active;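 further: potency means the concentration at half of the fitted maximal effect; 0% = DMSO-treated cells and -100% = medium-only wells without cells; nearly all actives have a fitted effect of over 30% in size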
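HEK-293-SNCA-luc cells (1500/well) plated 24 h, then exposed 24 h to a dilution series; GF-AFC added 30 min at 37C, fluorescence 405/540 nm; normalised to medium-only and DMSO wells, Hill fit.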
GPT2 inhibitor = inhibitors of human GPT2 alanine aminotransferase. Q8TD30. Recombinant GPT2, coupled pyruvate oxidase/HRP Amplex Red fluorescence. Potency, µM (top dose mostly 57.7 µM), without a hit: at the top dose activity change, negative = inhibition, usual class: inhibitors. 0.25% of 100,000 active. AID 1671188; further: potency means the concentration at half of the fitted maximal effect; nearly all actives have a fitted effect of over 60% in size; many of its hits are not listed in these tables
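GPT2 10ng/uL, a-KG 250uM, L-Ala 2mM, HEPES pH7.5 + 0.0001% Tween; 30 min RT. Then Amplex mix (PO/HRP/ThPP), 30 min RT dark, fluorescence. AOA 50uM used as positive control.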
NIH3T3 tox = NIH 3T3 cell cytotoxicity; NIH 3T3 viability, CellTiter-Glo ATP luminescence, 48-72 h; 4.3% of 94,000 active; Potency, µM (top dose mostly 96.7 µM), for inactives: at the highest dose activity change, negative = cytotoxicity, most hits filed as inhibitors; further: potency means the concentration at half of the fitted maximal effect; nearly all actives have a fitted effect of over 55% in size
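Viability of NIH 3T3 cells after 48 or 72 hr compound treatment at 37 °C was assessed by CellTiter-Glo, with luminescence imaged following a 10 min room-temperature step.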
HEK293 tox = cytotoxic compounds in HEK 293 cells | HEK 293 viability, ATP luminescence (CellTiter-Glo), 48-72 h | Potency, µM (titrated, usually from 115 µM), for the others: top-dose activity change, negative = cytotoxicity, hits mostly inhibitors | 6.6% of 94,000 active | AID 1345083; further: potency means the concentration at half of the fitted maximal effect; nearly all actives have a fitted effect of over 60% in size
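qHTS cytotoxicity; HEK 293, 250 cells/well; compound pinned; 48 or 72 hr, 37 degree Celsius, 5% CO2, 95% humidity; CellTiter-Glo, 10 min RT; luminescence (ATP).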
IP6K1 inhibitor = blocks human inositol hexakisphosphate kinase 1; Q92551; IP6K1 kinase, ADP-Glo luminescence, 2 h; active compounds read low; activity change, % (series mostly up to about 58 µM); 0.81% of 140,000 active; AID 1645851; in the data active means activity change below about -25%
Target sequence (Q92551 whole entry, looked up): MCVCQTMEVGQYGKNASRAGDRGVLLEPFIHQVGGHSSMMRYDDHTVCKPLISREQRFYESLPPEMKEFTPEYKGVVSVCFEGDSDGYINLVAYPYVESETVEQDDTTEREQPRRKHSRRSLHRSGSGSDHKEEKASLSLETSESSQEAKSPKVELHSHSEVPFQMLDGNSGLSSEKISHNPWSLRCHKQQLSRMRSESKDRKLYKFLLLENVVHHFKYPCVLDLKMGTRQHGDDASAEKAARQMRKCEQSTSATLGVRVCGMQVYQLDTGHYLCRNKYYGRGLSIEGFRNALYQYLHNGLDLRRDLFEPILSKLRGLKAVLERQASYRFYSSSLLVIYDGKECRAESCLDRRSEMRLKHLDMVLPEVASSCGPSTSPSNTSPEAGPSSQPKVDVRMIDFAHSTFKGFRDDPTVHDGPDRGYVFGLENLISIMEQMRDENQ
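ADP-Glo luminescence measures ADP made by human IP6K1 during a 2 h RT reaction with ATP/IP6 (mix at 1.3 mM/130 uM); top library doses 57.5 and 19.1 uM final.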
An asterisk follows results filed as active; i = inactive; u = inconclusive; x = not tested or not shown; [ ] = remark or other dose. Unless noted, the call rests on the fitted dose curve; in most records, active means well fitted curve in the direction sought with a large enough effect; inconclusive means small, poorly fitted or top-dose-only effect, or another doubt; inactive means no such curve, though single readings can be large; an effect the other way counts as inactive or inconclusive. Unless noted, on the % scale 0 is the no-effect control and ±100 the full control effect. Only part of the results is shown; the hit share may differ from the screen's.

entry	molecule	SNCA expr inhib	Luciferase inh	SNCA viab count	GPT2 inhibitor
1	COCC(=O)NC1CCC12CCN(Cc1ccc(C)c(C)c1)CC2 (stereo not given)	18%	1%	-14%	-18%
2	CC1CN(c2ccccc2C#N)C(=O)CN1C(=O)c1cnc2ccccc2c1 (stereo not given)	u	10%	-4%	i
3	COc1ccc(C(=O)N2CCC(C(=O)N3CCC4(CC3)CC(=O)Nc3ccccc3O4)C2)cc1 (stereo not given)	u	x	u	-22%
4	O=C(Nc1ccccc1)N[C@H]1CO[C@H]2[C@@H]1OC[C@H]2OC(=O)Nc1ccc(Oc2ccccc2)cc1	7%	u	-29%	0%
5	Cc1ccccc1C(=O)N1CCC(N2C(=O)c3c(c(C)nn3-c3ccccc3)C2C)C1 (stereo not given)	x	x	x	x
6	COc1ccc(-n2c(=O)c3c(n2Cc2ccccc2)CN(Cc2nccn2C)CC3)cc1	3%[87.6 µM]	-1%[172 µM]	-6%[87.6 µM]	-8%[88.5 µM]
7	COc1cccc(OC)c1C(=O)Nc1nnc(C)s1	53%[activator]	x	1%	x
8	O=C(Nc1cc(C2CC2)nn1-c1ccccc1)c1ccc2ccccc2n1	-25%[87.6 µM]	x	-3%[87.6 µM]	i
9	CN(C)S(=O)(=O)N(CC(=O)NCCSc1ccc(Cl)cc1)c1ccccc1	4%	x	2%	x
10	COc1ccc(C2=CC(c3ccc(F)cc3)n3ncc(C(=O)Nc4ccc(C)cc4)c3N2)cc1 (stereo not given)	7%	x	12%	x

entry	NIH3T3 tox	HEK293 tox	IP6K1 inhibitor
1	-6%	-28%	-11
2	-3%	-4%	3
3	-33%	-22%	0
4	u	u	10
5	u	45µM*	-8
6	u	1%[172 µM]	10
7	x	x	4
8	-32%[138 µM]	-29%[172 µM]	0
9	x	x	9
10	x	x	33

(further entries)
entry	molecule	SNCA expr inhib	Luciferase inh	SNCA viab count	GPT2 inhibitor
11	CCc1cccc(C)c1NC(=O)C1=C(C)C(=O)OC12CCC(C)CC2 (stereo not given)	-9%	x	15%	x
12	COc1ccc(S(=O)(=O)N(CC(=O)Nc2ccc3c(c2)OCO3)c2ccc(C)cc2)cc1	60%[activator]	x	-7%	x
13	O=C1CC(c2noc(-c3cc(F)ccc3F)n2)CN1c1ccc(F)cc1 (stereo not given)	28%	5%	13%	i
14	Cc1ccc(-c2nc3cccc(C)n3c2Nc2ccc3c(c2)OCCO3)cc1	78%[activator]	x	0%	x
15	NC(=O)c1cccc(CN2CCCC23Cc2ccccc2NC3=O)c1 (stereo not given)	u	x	6%	i
16	COc1ccc(C(=O)N2CCC(Cc3nc(-c4cccnc4)n[nH]3)C2)cc1F (stereo not given)	7%	-2%	-12%	i
17	CC(C)(C)c1ccc(C(=O)N2CCC(c3n[nH]c(=O)n3-c3ccccc3)CC2)cc1	9%	3%	1%	i
18	COc1ccc2c(CNCCc3ccccc3)c(C(=O)O)n(Cc3cccc(F)c3)c2c1	-24%	x	u	x
19	CCCc1nn2c(=O)cc(COC(=O)c3cccc(NC(=O)c4ccc(OCC)cc4)c3)nc2s1	-6%	x	15%	x
20	CC(=O)NC1CCN(c2nccc(Nc3ccccc3F)n2)CC1	7%[87.6 µM]	x	-10%[12.5 µM]	1%[88.5 µM]

entry	NIH3T3 tox	HEK293 tox	IP6K1 inhibitor
11	x	x	6
12	x	x	14
13	u	u	0
14	x	x	-22
15	-4%	-19%	-7
16	-12%	2%	-6
17	-26%	u	4
18	x	x	20
19	x	x	33
20	u	u	-6

Looked up by compound from the entries so far:
entry	molecule	SNCA expr inhib	Luciferase inh	SNCA viab count	GPT2 inhibitor
20	CC(=O)NC1CCN(c2nccc(Nc3ccccc3F)n2)CC1	7%[87.6 µM]	x	-10%[12.5 µM]	1%[88.5 µM]
11	CCc1cccc(C)c1NC(=O)C1=C(C)C(=O)OC12CCC(C)CC2 (stereo not given)	-9%	x	15%	x

entry	NIH3T3 tox	HEK293 tox	IP6K1 inhibitor
20	u	u	-6
11	x	x	6

New compounds follow
entry	molecule	SNCA expr inhib	Luciferase inh	SNCA viab count	GPT2 inhibitor
21	O=C1CC(C(=O)O)C2(CCN(c3ncc(C(=O)O)cc3Cl)CC2)N1 (stereo not given)	-15%	14%	-4%	1%
22	CCN(Cc1ccccc1)Cc1c(O)ccc2oc(C)c(C(=O)Nc3ccccc3C)c12	1%	x	-23%	x
23	C[C@@H]1CN(C(=O)Cn2c3c(c(=O)n2Cc2ccccc2)CCN(Cc2ccccc2)C3)C[C@H](C)O1	-7%	-1%	-6%	i
24	CSCc1noc(CNC(=O)c2cn(CCN)nn2)n1	35%[activator]	-13%	-3%	-22%
25	COC(CCc1ccc(O)cc1)CC(=O)CCc1ccc(O)cc1 (stereo not given)	x	x	-1%	i
26	CC1(C)CC2C(C1)C(C)(O)C13CC1(COC3=O)C2O (stereo not given)	x	x	-1%	i
27	Cc1ccc(Cn2c(C)c(CNC(C)c3ccccc3)c(C(=O)O)c2C)cc1 (stereo not given)	11%	x	2%	x
28	COc1ccc(CC(=O)N2CC3CC(C2)[C@H]2CCCC(=O)N2C3)cc1Cl (stereo not given in full)	-12%	0%	6%	i
29	CCN(Cc1cnn(CC)c1)C(=O)CN1CC2CC(C1)[C@H]1CCCC(=O)N1C2 (stereo not given in full)	10%	4%	3%	-11%
30	CNc1nc(NCCC2CN(c3cnn(C)c(=O)c3)CCO2)ncc1F (stereo not given)	-6%	-8%	4%	i

entry	NIH3T3 tox	HEK293 tox	IP6K1 inhibitor
21	-5%	-15%	2
22	x	x	-9
23	u	i	16
24	i	-11%	8
25	x	x	3
26	x	x	-11
27	x	x	-8
28	i	-4%	6
29	3%	4%	39
30	-2%	4%	3

Carrying on.
entry	molecule	SNCA expr inhib	Luciferase inh	SNCA viab count	GPT2 inhibitor
31	c1cc2c(cc1N1CCC(N3CCC4(CCNCC4)C3)CC1)OCO2	-2%	2%	2%	i
32	CCCCN(Cc1ccccc1)C(=O)c1oc(=O)c2ccccc2c1-c1ccc(C)cc1	u	x	-22%	x
33	CCCCn1cc(S(=O)(=O)c2ccc(CC)cc2)c(=O)c2cc(F)c(N3CCOCC3)cc21	-19%	x	2%	x
34	COc1ccc(NC(=O)CC2C(=O)N(c3ccccc3)C(=O)N2C2CCCCC2)cc1 (stereo not given)	2%	x	-6%	x
35	CNC(=O)CCn1ncc2cc(OC3CCc4cccc(-c5cccnc5)c43)ccc21 (stereo not given)	u	13%[172 µM]	-17%[87.6 µM]	u
36	Cc1noc(C)c1S(=O)(=O)N1CCC2(CC1)CC(N1CCN(C)CC1)CCO2 (stereo not given)	-2%	-3%	-9%	-6%
37	CCOC(=O)c1cccc(NC(=O)c2ccc3c(c2)N(CC)C2CCCCCN2C3=O)c1 (stereo not given)	u	-12%	-6%[12.5 µM]	-2%
38	COCc1cc(CN2C[C@H](NC(=O)CO)[C@@H](C3CC3)C2)ccc1OC	20%	6%	-1%	5%
39	CN(C)C(C(=O)N1CCN(Cc2nccn2C)CC1)c1cccc(F)c1 (stereo not given)	u	11%	-2%	0%[11.5 µM]
40	Cc1ccc2nc(Cl)c3cc(C(=O)NC4CCC(C)CC4)sc3c2c1 (stereo not given)	-1%	x	0%	x

entry	NIH3T3 tox	HEK293 tox	IP6K1 inhibitor
31	u	u	0
32	x	x	5
33	x	x	25
34	x	x	-5
35	u	100µM*	-18
36	5%	7%	0
37	20µM*	u	-5
38	-1%	i	-7
39	-3%	-11%	16
40	x	x	-1

(listing goes on)
entry	molecule	SNCA expr inhib	Luciferase inh	SNCA viab count	GPT2 inhibitor
41	O=C1c2cnc(-c3ccccc3)nc2OCCN1c1ccccc1	u	u	-9%[87.6 µM]	i
42	COc1ccccc1CN(Cc1ccccc1OC)C[C@@H]1C=C(C)[C@H](Cc2nc3c(C)cccc3[nH]2)C[C@H]1C(C)C	u	2%	u	-9%
43	COc1ccc2cc3cc(C(=O)NCCc4ccccc4)sc3nc2c1Cl	81%[activator]	x	1%	x
44	Cc1nnc(NCc2ccccc2)c2c1nnn2Cc1ccc(F)cc1	-26%	x	1%	x
45	O=C(CCc1ccccc1)NCC1CCCCC(=O)N1 (stereo not given)	-8%	x	-11%	3%
46	CN(C)C(=O)N1CCN(C(=O)c2nc3cccnc3n(C3CC3)c2=O)CC1	-10%	x	-8%	3%
47	CN(C)CC1(O)CCC2(CCN(C(=O)CCc3ccccc3)CC2)CC1	-10%	5%	u	-19%
48	CCN1CCN(CCNC(=O)c2cccc3c2CCN3C(=O)Nc2ccc(C)cc2)CC1	13µM*	2µM*	-7%	-1%
49	CCc1ccccc1NC(=O)Cn1c(=O)n(Cc2ccc3c(c2)OCO3)c(=O)c2ccc(C(=O)NC3CCCCC3)cc21	31%[activator]	x	-9%	x
50	CCCc1noc(-c2ccn3c(CNC(=O)c4ccc(C)c(C)c4)nnc3c2)n1	-16%	-15%	7%	i

entry	NIH3T3 tox	HEK293 tox	IP6K1 inhibitor
41	u	u	-14
42	32µM*	16µM*	-6
43	x	x	-6
44	x	x	-7
45	-8%	0%	4
46	-23%	-28%	-3
47	-33%	-4%	-10
48	u	u	6
49	x	x	35
50	-3%	-3%	13

Later entries:
entry	molecule	SNCA expr inhib	Luciferase inh	SNCA viab count	GPT2 inhibitor
51	O=C(N1CCN(c2ccccc2)CC1)C1(CCO)CC12CCOCC2 (stereo not given)	u	-8%	0%	5%
52	O=C(Cc1ccccc1)N1CC(c2noc(COc3ccccc3)n2)C1	0%	x	-16%	i
53	Cc1cccc(-c2nc(C)c(CCNC(=O)C(=O)Nc3ccc(C)c(C)c3)s2)c1	3%	x	0%	x
54	CC1(C(=O)N2CCN(c3ccccn3)CC2)CCc2cnc(Nc3ccccc3)nc21 (stereo not given)	-2%[87.6 µM]	6%[172 µM]	-23%[87.6 µM]	3%[88.5 µM]
55	CNC(=O)[C@@H]1CN(C(=O)c2cccc(OC(F)(F)F)c2)C[C@H]1CO	15%	-1%	12%	1%
56	Cc1ccc(CN2C(=O)[C@@H]3C[C@@H](O)CN3C3(CN(C4Cc5ccccc5C4)C3)C2=O)o1	6%[87.6 µM]	-2%[172 µM]	-4%[87.6 µM]	i
57	COc1cccc(C(=O)N[C@@H]2CN(Cc3cccnc3)C[C@H]2CN(C)C)c1OC	-2%	-5%	-14%	i

entry	NIH3T3 tox	HEK293 tox	IP6K1 inhibitor
51	1%	i	12
52	-27%	u	8
53	x	x	11
54	u	112µM*	0
55	3%	-8%	7
56	-9%[174 µM]	-3%[172 µM]	-6
57	-22%	u	19

Profiles from above.
CNC(=O)[C@@H]1CN(C(=O)c2cccc(OC(F)(F)F)c2)C[C@H]1CO across the screens: SNCA expr inhib = 15%; Luciferase inh = -1%; SNCA viab count = 12%; GPT2 inhibitor = 1%; NIH3T3 tox = 3%; HEK293 tox = -8%; IP6K1 inhibitor = 7
O=C(Cc1ccccc1)N1CC(c2noc(COc3ccccc3)n2)C1 across the screens: SNCA expr inhib = 0%; Luciferase inh = x; SNCA viab count = -16%; GPT2 inhibitor = i; NIH3T3 tox = -27%; HEK293 tox = u; IP6K1 inhibitor = 8
